TRPM1 prom inh: MITF TRPM1 promoter inhibition in SK-MEL-5 cells; SK-MEL-5 TRPM1 promoter luciferase, 24 h; inhibition, % at 12.5 µM; hit rate 0.83% among 330,000; AID 488899;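 active = mean inhibition across replicates of 60% or more, whatever share of single replicates reaches that level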; also: values of inactives mirror those of a sister screen read the other way
HIF-2a block: HIF-2a inhibition; 786-0 RCC cells HIF-2a reporter, luciferase luminescence, overnight; inhibition, % at 18.8 µM; hit rate 0.72% among 360,000;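 active = inhibition of the luminescence signal of 40% or more relative to plate controls, in a single-dose primary screen at 18.75 µM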
TRAIL sens C8: caspase-8 TRAIL sensitization; NB7+C8 cells + TRAIL, ATPlite viability luminescence; inhibition (viability loss, TRAIL sensitization), % at 10 µM; hit rate 1% among 360,000;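 active = compounds causing at least 50% loss of cell viability in the single-dose screen, relative to plate controls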
Shn3 3UTR inh: inhibitors of Schnurri-3 3'UTR reporter in osteoblasts. Clone20 osteoblast Shn3 3'UTR firefly luciferase, 24 h. inhibition, % at 12.5 µM. hit rate 0.52% among 360,000. AID 588674;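 active = mean inhibition of at least 75% with every replicate also reaching 75%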;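 also: 0% = median of neutral control wells and 100% = pilot-screen positive control compound; some compounds past the cut are filed as inactive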
KKLEB tox: counter-screen for CF NF-kB inhibitors: cytotoxicity. AID 602141. activity change (cytotoxicity), % at 5 µM. hit rate 0.36% among 360,000. KKLEB CF airway cells viability, ATPlite luminescence, overnight; active compounds read low; cells stimulated with P. aeruginosa culture filtrate;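 active = corrected activity change at or below -50% at 5 µM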
Peg3 promoter: inhibitors of Peg3 promoter | HeLa PEG-Prom luciferase reporter, luminescence, overnight | inhibition, % at 20 µM | hit rate 1.7% among 360,000;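 active = inhibition of at least 50% at 20 µM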
EBV LMP1 NFkB: Epstein-Barr LMP1 NF-kappaB reporter inhibition. inhibition, % at 12.5 µM. AID 504558. LMP1-induced NF-kappaB luciferase reporter cells, luminescence. hit rate 0.69% among 350,000; in the data active = inhibition above about 41%;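 also: 0% = neutral control wells and 100% = reference inhibitor control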
NR2E3 ag-1: activates human NR2E3 receptor. CHO-S Gal4-NCOR/VP16-NR2E3 two-hybrid, luciferase. inhibition of corepressor binding, % at 3.98 µM. hit rate 0.35% among 360,000. AID 602229;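 active = inhibition above the mean of all tested compounds plus 3 SD, cut at about 70% in these data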;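 also: 0% = DMSO with NR2E3 transfected cells and 100% = cells lacking NR2E3 construct; higher means lower luciferase signal from less NR2E3 corepressor binding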
Target sequence (Q9Y5X4 whole entry, looked up, the tested form may be a part): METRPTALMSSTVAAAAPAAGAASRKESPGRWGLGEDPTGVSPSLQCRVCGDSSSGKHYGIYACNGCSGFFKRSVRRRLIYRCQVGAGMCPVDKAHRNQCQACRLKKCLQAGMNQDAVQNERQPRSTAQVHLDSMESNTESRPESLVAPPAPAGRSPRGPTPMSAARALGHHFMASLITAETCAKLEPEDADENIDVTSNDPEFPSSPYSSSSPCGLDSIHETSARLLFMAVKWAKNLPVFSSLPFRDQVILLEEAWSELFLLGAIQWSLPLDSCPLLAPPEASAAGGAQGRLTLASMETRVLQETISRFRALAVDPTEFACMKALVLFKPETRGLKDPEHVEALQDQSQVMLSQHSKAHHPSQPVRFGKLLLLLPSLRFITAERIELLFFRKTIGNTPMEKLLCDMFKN
iPSC survival up: hiPSC single-cell survival enhancement. ATPlite luminescence; 100% = ROCK inhibitor wells, 0% = DMSO. survival enhancement, % at 20 µM. hit rate 0.044% among 360,000; in the data active = survival enhancement above about 18%;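 also: cells exposed to compounds for 16 hours before the ATP read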
NR2E3 ag-2: activates human photoreceptor nuclear receptor NR2E3 | Q9Y5X4 | GST-NR2E3/biotin-RetCOR TR-FRET, 1536-well | inhibition of corepressor binding, % at 4.78 µM | hit rate 0.12% among 320,000 | AID 2300;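 active = percent inhibition above the cutoff of mean plus 3 SD of all tested compounds, set per screening campaign, cut at about 20% in these data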;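 also: 0% = DMSO wells and 100% = biotin wells as full block of FRET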
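system = GST-tagged NR2E3 plus biotinylated RetCOR corepressor | input = 1.35 nM GST-NR2E3 | also added = 7 nM biotin-RetCOR | schedule = 5 h incubation at 4 °C | measured by = TR-FRET with europium anti-GST and streptavidin-D2, 340 nm excitation | read-out = percent loss of FRET ratio relative to control wells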
CF NFkB inh: cystic fibrosis NF-kB activation inhibition. inhibition, % at 5 µM. KKLEB NF-kB-GFP reporter, PAF-induced, GFP fluorescence overnight. hit rate 0.86% among 360,000;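 active = at least 50% inhibition at 5 µM, scaled per plate between neutral and stimulator controls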;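 also: PAF is a Pseudomonas aeruginosa culture filtrate used as stimulus; plate controls were PAF-stimulated DMSO wells for no effect and unstimulated DMSO wells for full effect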
The depositor's hits bear a star; / = not tested or not shown. Some of the compounds tested. The share of hits here may be higher or lower than overall.

SMILES	TRPM1 prom inh	HIF-2a block	TRAIL sens C8	Shn3 3UTR inh	KKLEB tox	Peg3 promoter	EBV LMP1 NFkB	NR2E3 ag-1	iPSC survival up	NR2E3 ag-2	CF NFkB inh
Cc1nnc(SCC(=O)NCc2ccccc2Cl)n(N)c1=O	2	14	12	-5	-15	7	7	-13	-1.7	1	-2
COc1cc2c(cc1OC)C1=C(C#N)CN(C3CCCCC3)CN1CC2	-6	2	-11	17	-19	17	0	-14	1.6	3	6
COc1ccc(S(=O)(=O)Nc2nc3ccccc3s2)cc1	6	25	-4	-1	1	5	-13	0	2.9	3	-38
Cc1cccc(NC(=O)CSc2cccc3cccnc23)c1	-20	-32	-5	-2	-10	-19	13	13	-0.9	-3	-3
C=CCNCCOCCOc1ccc(C)cc1[N+](=O)[O-]	11	10	4	-12	10	-16	-6	-22	-1.3	1	0
NC(=O)C[n+]1ccc(/C=N/O)cc1	9	8	-2	13	-5	1	5	0	6.0	5	-6
CNC(=O)NC(=O)COC(=O)c1ccc(-n2c(C)ccc2C)cc1	1	21	-10	-10	3	2	-14	7	0.4	2	-14
CC(C)C[C@@H]1CN=C(N)N1C[C@@H]1CCCN1C[C@H](C)N1C[C@@H](Cc2ccccc2)N(CCc2ccc(Cl)c(Cl)c2)C1=N	-6	3	3	-42	-10	3	3	-1	-2.0	/	-2
COc1ccc(Cl)cc1NC(=O)C1CCCN(S(C)(=O)=O)C1 (configuration not stated)	5	10	-9	1	-4	4	-4	18	-0.1	-2	7
CCN(CC)C(=O)c1ccc(CS(=O)(=O)Cc2ccccc2)cc1	12	8	-7	-2	3	11	6	-5	-0.8	/	11
COC(=O)C1=C(C)N(C2CCCCC2)C(=O)C1	6	14	14	-3	-3	-9	2	-14	-0.2	2	15
O=C(CCCOc1ccc(Cl)cc1)Nc1nncs1	-9	1	1	-9	-11	-15	5	0	2.1	-4	-2
Cc1ccc(-c2nc3cccnc3o2)cc1NC(=O)COc1ccc(C(C)(C)C)cc1	-3	13	39	95*	-3	58*	81*	-128	-1.6	-2	-17
CCOC(=O)C1=C(C)N=c2s/c(=C3\C(=O)Nc4ccccc43)c(=O)n2C1c1ccc2c(c1)OCO2 (configuration not stated)	5	28	-8	32	3	24	0	-1	-2.3	-1	-2
CCOc1ccc2nc(-c3cc(NC(C)=O)ccc3O)sc2c1	-41	-125	8	-44	2	-88	-13	-25	1.6	1	8
CC(C(=O)N1CCCCC1)N1CCN(S(=O)(=O)c2ccc(Cl)cc2)CC1 (configuration not stated)	2	0	-3	6	13	-11	-7	-4	0.2	0	-24
Cc1ccnc2nc(C(=O)OCC(=O)Nc3ccc4c(c3)OC(F)(F)O4)nn12	5	-6	18	10	-1	5	-26	-2	-0.5	4	-2
CS(=O)(=O)N1CCC(C(=O)Nc2ccc(Oc3ccccc3)cc2)CC1	1	0	10	18	0	-2	3	19	0.0	5	-12
CCOC(=O)Cc1c(C)[nH]c(=S)[nH]c1=O	5	14	-18	0	-7	3	8	1	0.4	4	12
CCC1=C(OC(=O)N(CC)CC)N2C(=O)OC(=NCC3CC3)[C@]2(Cc2ccccc2)[C@H]2C1=CC[C@H]1C(=O)NC(=O)[C@H]12	-1	10	9	4	3	-2	7	0	7.4	3	-15
CN1C2CCC1/C(=C\c1ccccc1F)C(=O)/C2=C/c1ccccc1F	8	40	7	-7	3	4	4	21	1.8	1	-14
CCNC(=S)N1CCN(Cc2ccccc2)CC1	9	4	-10	6	9	9	10	-5	0.3	1	-2
COC(=O)c1ccc(COC(=O)c2ccc(C)c(S(=O)(=O)N3CCCCC3)c2)cc1	-88	-182	0	-40	-11	-97	-24	-84	0.0	/	24
O=C(O)CSCC(=O)NCc1ccccc1	1	-4	9	4	6	-15	4	-12	-1.0	-2	2
Nc1ccccc1SCc1ccccc1	-8	-37	-1	-7	4	-7	-10	-9	-0.4	5	4
CCOc1ccc(-n2cnnn2)cc1S(=O)(=O)N1CCCCC1	8	-24	-13	11	-4	-23	1	-11	0.5	3	5
COc1ccc(C2(c3ccc(OC)cc3)NC(=O)N(CC(=O)NC(C)C)C2=O)cc1	-4	8	9	-3	-9	6	-3	-19	0.3	4	-6
O=C1c2ccc(Oc3ccc4c(c3)C(=O)N(CCCCO)C4=O)cc2C(=O)N1CCCCO	-1	8	7	18	-5	2	-1	-16	-0.3	4	6
CSc1ccccc1C(=O)N1CCC(CCC(=O)NCc2ccc(F)cc2)CC1	1	12	3	-12	-7	5	-1	1	-0.3	2	4
O=C(c1ccc(N2CCOCC2)c([N+](=O)[O-])c1)N1CCN(S(=O)(=O)c2cccs2)CC1	4	6	0	5	0	17	6	9	0.9	-2	25
Cc1nnc(-c2ccccc2)[nH]c1=O	7	7	-10	0	-1	7	-4	-17	-0.9	3	-5
CCOc1cccc(C(=O)Nc2ccncc2)c1	0	-11	7	20	1	-1	0	-6	0.2	-5	23
CC(C)(C)c1ccc(-c2nc(C#N)c(NCc3cccnc3)o2)cc1	-18	-76	-28	-13	-29	-95	-15	-4	-2.0	-1	5
CCCCN1C(=N)N([C@@H](C)CN2CCC[C@H]2CN2C(N)=NC[C@H]2CC(C)C)C[C@H]1[C@H](C)CC	-9	8	-23	-14	-8	-9	-3	12	-0.4	/	-33
COc1ccc(Cl)cc1C(=O)CSc1nc(N)cc(N)n1	-8	8	-11	-6	-5	-6	8	-18	1.4	2	7
O=C(C(=O)N1CCN(c2ccc([N+](=O)[O-])cc2)CC1)c1cn(CC(=O)N2CCOCC2)c2ccccc12	-2	5	-3	-4	1	21	-1	-17	-0.3	1	-11

Record cards, from the list above. Screens in order: TRPM1 prom inh, HIF-2a block, TRAIL sens C8, Shn3 3UTR inh, KKLEB tox, Peg3 promoter, EBV LMP1 NFkB, NR2E3 ag-1, iPSC survival up, NR2E3 ag-2, CF NFkB inh
Listed for `Nc1ccccc1SCc1ccccc1` : -8, -37, -1, -7, 4, -7, -10, -9, -0.4, 5, 4
Listed for `Cc1nnc(-c2ccccc2)[nH]c1=O` : 7, 7, -10, 0, -1, 7, -4, -17, -0.9, 3, -5

Remaining list, next part
SMILES	TRPM1 prom inh	HIF-2a block	TRAIL sens C8	Shn3 3UTR inh	KKLEB tox	Peg3 promoter	EBV LMP1 NFkB	NR2E3 ag-1	iPSC survival up	NR2E3 ag-2	CF NFkB inh
COc1cc2c(C(=O)N3CCN(C)CC3)c(CSc3ccccc3)n(C)c2cc1Br	5	2	-2	21	-6	30	6	3	-0.3	-2	5
CCCNC(=O)c1ccc(Cl)c(Cl)c1	12	3	-2	3	-7	11	1	4	-0.2	3	-3
Cc1ccc(NC(=O)CCNC(=O)c2ccccc2Cl)cc1S(=O)(=O)N(C)C	4	10	-5	14	5	-11	5	4	0.7	-1	-4
Cc1nn(C(C)C(=O)Nc2ccc(Cl)cn2)c(C)c1[N+](=O)[O-] (configuration not stated)	-7	14	21	-1	-1	5	1	-7	-0.5	2	0
CCOc1ccc(C(=O)COC(=O)c2nc3nccc(C)n3n2)cc1	-4	-14	-2	0	-7	-4	3	17	-0.4	7	14
O=C(COC(=O)c1ccc2c(c1)C(=O)N(CCc1ccccc1)C2=O)Nc1ccc(OC(F)F)cc1	-1	10	-15	-1	6	12	4	-7	-2.2	4	0
CCOC(=O)CN(C(=O)CSc1nnc(CNc2ccc(F)cc2)n1C)c1ccccc1	0	16	-11	5	-2	-6	-7	-2	-1.0	3	17
COc1ccc(C)cc1S(=O)(=O)Nc1ccccc1C	1	9	1	-6	3	22	0	-3	-2.0	-2	-12
Cc1ccc(CNC(=O)CC[C@H]2O[C@@H](n3cc(C)c(=O)[nH]c3=O)C[C@@H]2O)o1	/	8	6	-1	-14	7	/	-11	-0.9	/	-15
C/C(=N\NC(=O)c1ccc(Cl)cc1)c1cccc(NC(=O)c2cccnc2)c1	-45	-139	41	-50	11	-97	3	-1	0.6	1	-8
O=[N+]([O-])c1cc(S(=O)(=O)Nc2ccccc2)ccc1N1CCN(c2ccc(O)cc2)CC1	12	10	26	-24	-1	14	1	10	-3.8	-3	17
Cc1cc(OC(=O)c2ccccc2Br)c([N+](=O)[O-])c(=O)[nH]1	-15	-7	1	4	-1	-2	0	-9	-1.2	0	1
Cc1cccc(OCCn2cc(/C=N/NC(=O)c3ccncc3)c3ccccc32)c1	-7	-17	4	0	10	-25	8	-26	0.2	-1	-31
O=C(NCCc1nc2ccccc2[nH]1)/C(=C/c1ccco1)NC(=O)c1ccc(Br)cc1	6	13	-2	-21	8	10	0	-30	11	-1	-12
CCOc1cccc(CNCCNC(=O)c2nonc2N)c1	2	2	-20	-3	-21	6	-4	-27	3.9	1	-6
CC(=O)c1ccc(NC(=O)C(C)Sc2nnc(C3CC3)n2C2CC2)cc1 (configuration not stated)	-8	-2	-3	11	6	-13	10	12	0.6	2	-5
S=C(NCCc1ccccc1)N1CCCC1	-36	-139	5	-31	6	-90	-13	-20	-0.6	1	6
NSc1nc(N)c2nc(-c3ccccc3)c(-c3ccccc3)nc2n1	4	20	-3	4	7	29	-21	20	-1.3	3	-19
Cc1sc2ncnc(SCC(=O)N3CCCCC3)c2c1C	-12	-35	2	19	3	-19	6	-8	1.3	2	11
COC(=O)c1onc(-c2ccccc2)c1C(=O)OC	-8	-2	-3	1	7	-7	2	-24	9.4	2	-6
O=C(CN1C(=O)NC(c2ccccc2)(c2ccccc2)C1=O)N1CCN(c2ccc(F)cc2)CC1	2	4	16	2	6	26	-7	3	-0.3	3	-5
Cc1ccc(NC(=O)/C(=C/c2cccc([N+](=O)[O-])c2)NC(=O)C2CCCCC2)cc1	0	-15	-4	18	-10	6	1	2	-3.9	3	-1
COC(=O)c1ccc(C(=O)OC)c(NC(=O)Nc2ccc3c(c2)OCO3)c1	-41	-118	8	-69	1	-65	-15	-21	-4.1	-3	-2
CN1CCN(C(=O)C2CC(c3c(F)cccc3Cl)=NO2)CC1 (configuration not stated)	0	-23	-9	5	-10	12	-3	-9	-0.4	-2	7

Printed as active in EBV LMP1 NFkB, among the entries above:
smiles,TRPM1 prom inh,HIF-2a block,Shn3 3UTR inh,Peg3 promoter,EBV LMP1 NFkB,NR2E3 ag-1,NR2E3 ag-2,CF NFkB inh
Cc1ccc(-c2nc3cccnc3o2)cc1NC(=O)COc1ccc(C(C)(C)C)cc1,-3,13,95*,58*,81*,-128,-2,-17

(next part)
SMILES	TRPM1 prom inh	HIF-2a block	TRAIL sens C8	Shn3 3UTR inh	KKLEB tox	Peg3 promoter	EBV LMP1 NFkB	NR2E3 ag-1	iPSC survival up	NR2E3 ag-2	CF NFkB inh
COc1ccc(/C=N/NC(=O)c2ccccc2OC)cc1COc1ccc(C)cc1	29	20	9	11	-2	3	-6	13	0.0	1	-9
O=C(NCCCN1CCOCC1)c1cc(C(=O)C2CCCCC2)c[nH]1	8	23	-3	8	-5	17	2	7	0.3	1	12
CCOc1ccc(N(CC(=O)Nc2ccc(C)cc2)S(=O)(=O)c2c(C)noc2C)cc1	-2	6	8	18	-13	25	8	7	-2.9	4	9
Cc1cc(=O)oc2cc(OCC(=O)OCC(=O)NC(=O)NC(C)C)ccc12	3	10	-5	1	24	5	-4	-38	0.4	-2	-18

Screening data deposited in PubChem BioAssay by several laboratories.
